From PubChem
E-sel TNF inh = TNF alpha driven E-selectin expression inhibition. HUVEC TNFa-induced E-selectin immunofluorescence, high content. inhibition, % at 2 µM. actives 0.71% (n = 120,000). AID 1246;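 active means inhibition above the batch mean plus 3 SD, and confirmed as a hit on visual image review, cut at about 43% in these data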;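 further: 0% = TNF-stimulated DMSO wells and 100% = unstimulated control wells; not every result past the cut was called active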
Starred values were filed as active, the others as inactive. An excerpt, so the mix of outcomes need not match the whole.

E-sel TNF inh | smiles
4 | CC(=O)C1=C(C)NC(=O)NC1c1cccc([N+](=O)[O-])c1O (centres undefined)
4 | Cn1c(N)c(C(=O)COC(=O)c2ccc(Cl)nc2)c(=O)n(C)c1=O
2 | N#Cc1ccccc1OCC(=O)N1CCc2ccccc2C1
26 | CCN(CC(=O)NCc1cccs1)C(=O)c1ccccc1Cl
-3 | CC(=O)Nc1ccc(NC(=O)Nc2ccc(C)c(C)c2)cc1
-16 | Cc1ccc2sc(N(CCCN(C)C)C(=O)c3nc4ccccc4s3)nc2c1C
21 | COc1ccccc1-n1cc(C(=O)c2cc(Cl)ccc2O)cc(C#N)c1=O
-51 | Cc1ccc2c(Cl)cc(Cl)c(OCC(=O)NC(C)(C)C)c2n1
21 | O=C(NCc1ccco1)c1cc(NS(=O)(=O)c2cccc([N+](=O)[O-])c2)ccc1O
-26 | Cc1ccc(C)c(N2C(=N)S/C(=C\c3ccc(-c4ccccc4C(=O)O)o3)C2=O)c1
2 | COC(=O)/C(C#N)=C/c1ccc(C)o1
-11 | COCCCNCC(O)C(F)(F)F (centres undefined)
-8 | O=C(NNS(=O)(=O)c1ccc(Br)cc1)c1sccc1-n1cccc1
-19 | COc1ccc(OC(=O)CCc2c[nH]c3ccccc23)cc1
14 | CC(C(=O)NCCN1CCOCC1)(c1ccccc1)c1ccccc1
10 | CN1CCN(C(=O)Nc2ccc3c(c2)N(C)C(=O)c2ccccc2S3)CC1
-19 | CCCn1c(C)cc(C(=O)COC(=O)c2nccnc2N)c1C
-11 | CCSC1=NCCN1S(=O)(=O)c1ccccc1
15 | CCCCCCCCCC[n+]1cccc2c3ccccc3ccc21
-32 | C/C(=N\Nc1nc(N2CCCCCC2)nc(N2CCCCCC2)n1)c1ccccc1

Seven successive entries already listed, for reference:
E-sel TNF inh | smiles
2 | COC(=O)/C(C#N)=C/c1ccc(C)o1
-11 | COCCCNCC(O)C(F)(F)F (centres undefined)
-8 | O=C(NNS(=O)(=O)c1ccc(Br)cc1)c1sccc1-n1cccc1
-19 | COc1ccc(OC(=O)CCc2c[nH]c3ccccc23)cc1
14 | CC(C(=O)NCCN1CCOCC1)(c1ccccc1)c1ccccc1
10 | CN1CCN(C(=O)Nc2ccc3c(c2)N(C)C(=O)c2ccccc2S3)CC1
-19 | CCCn1c(C)cc(C(=O)COC(=O)c2nccnc2N)c1C

The listing continues:
E-sel TNF inh | smiles
-17 | O=C(O)/C=C\C(=O)NCc1cccnc1
-70 | Cc1ccc(NC(=O)c2cccnc2)cc1S(=O)(=O)N(C)C
-43 | COc1ccc(OCC(=O)N/N=C(\C)CC(=O)Nc2ccc(OC)cc2[N+](=O)[O-])cc1
-6 | Cc1ccc(C)c(S(=O)(=O)N2CCCOC2CNC(=O)C(=O)NCc2ccncc2)c1 (centres undefined)
-21 | CN1CCN(/N=C/c2c3ccccc3c(Cl)c3ccccc23)CC1
2 | COc1ccc(C(=O)N(C)c2c(C)n(C)n(-c3ccccc3)c2=O)cc1OC
-3 | COc1ccccc1N1CCN(c2ccc(Cl)nn2)CC1
8 | O=C(N/C(=C/C=C/c1ccccc1)C(=O)N1CCCCC1)c1ccc([N+](=O)[O-])cc1
7 | COc1ccccc1-n1c(CNC(=O)c2cccs2)n[nH]c1=S
14 | O=C(NC(=S)Nc1ccccc1[N+](=O)[O-])c1ccco1
-19 | CCNC(=S)N1CCc2cc(OC)c(OC)cc2C1COc1ccc(F)cc1 (centres undefined)
-17 | CC(NC(=O)CCn1c(=S)[nH]c2ccsc2c1=O)c1ccccc1 (centres undefined)
-50 | Nc1c(C(=O)N2CCCC2)sc2nc3c(cc12)CCCCCC3
-7 | CCCCn1c2ccc(F)cc2c2nnc(NN)nc21
-10 | O=Cc1ccc(OCc2nnsc2Cl)cc1
-5 | Cc1ccc(CC(=O)NCC(c2ccco2)N(C)C)cc1C (centres undefined)
-20 | Cc1cc(NC(=O)Nc2ccc(F)cc2F)n(C)n1
-14 | COc1cccc(C2C3=C(CC(C)(C)CC3=O)Nc3n[nH]c(C)c32)c1 (centres undefined)
-30 | CCn1c(CNC(=O)c2ccccc2F)nnc1SCc1nc2ccccc2c(=O)[nH]1
22 | CCOC(=O)NC(=O)CSc1nc2ccc([N+](=O)[O-])cc2[nH]1
2 | O=c1cc(-c2ccc(O)cc2)oc2ccc(O)cc12
-17 | CC1CCCC(NC(=O)COC(=O)Cc2ccc(Br)cc2)C1C (centres undefined)
-13 | CC(C)C(=O)N1CCN(c2ccccc2NC(=O)c2ccc(C#N)cc2F)CC1
-15 | CN(C)c1nccc(NCc2ccccc2)c1C#N
15 | O=C(NCCCN1CCOCC1)/C(=C/c1ccc(F)cc1)NC(=O)c1ccccc1
-70 | COc1cc(OC)c(NC(=O)c2ccc(F)cc2)cc1Cl
-31 | CCN1CCN(c2ccc(S(=O)(=O)N3CCCC3)cn2)CC1
-14 | Cc1nn(C)c(C)c1NC(=O)CCl
21 | Cc1nnc(N(C)C(=O)c2ccncc2)s1
-23 | CC(=O)C1=C(C)NC(=S)NC1c1cccc([N+](=O)[O-])c1 (centres undefined)
-38 | CSc1nc2ncc(-c3ccsc3)c(N)n2n1
-21 | COc1ccc(/C=C/C(=O)NCC(=O)N/N=C/c2ccc(OC)cc2)cc1
-8 | CCC(Oc1ccccc1)C(=O)NC1CCSC1=O (centres undefined)
-22 | Cc1cc(C(=O)CN2C(=O)C(=O)N(CC(C)C)C2=O)c(C)n1-c1ccccc1F
3 | Cn1nc(Oc2ncc(C(F)(F)F)cc2Cl)cc1C(F)(F)F
3 | Cc1ccc(Oc2ncccc2COC(=O)Nc2ccccc2C)cc1
17 | CCCOc1ccc(N2C(=O)CC(SCCc3nc4ccccc4[nH]3)C2=O)cc1 (centres undefined)
-3 | CCOC(=O)c1c(O)c(Cl)c(C)[nH]c1=O
-11 | COc1ccc(-c2cc(C(=O)Nc3ccccc3N3CCOCC3)c3ccccc3n2)cc1OC
-5 | NC(=O)CSc1nccn1Cc1ccc2c(c1)OCO2

Reformatted: entries from further up.
smiles: COCCCNCC(O)C(F)(F)F (centres undefined)
  E-sel TNF inh = -11

smiles: O=C(NNS(=O)(=O)c1ccc(Br)cc1)c1sccc1-n1cccc1
  E-sel TNF inh = -8

smiles: COc1ccc(OC(=O)CCc2c[nH]c3ccccc23)cc1
  E-sel TNF inh = -19

smiles: CC(C(=O)NCCN1CCOCC1)(c1ccccc1)c1ccccc1
  E-sel TNF inh = 14

Next records:
E-sel TNF inh | smiles
13 | C/C(N)=C(/C#N)C(=O)CSc1nn(-c2ccc(Cl)cc2)c(=S)s1
0 | Cc1ccc(-c2c(C#N)c(N)nc3c2CCCC3)o1
-39 | CN(Cc1ccno1)Cc1cn(Cc2ccccc2)nc1-c1ccc2c(c1)OCO2
-35 | CCc1sc(C(=O)NCc2ccccc2)cc1C
-15 | O=S(=O)(c1ccccc1)N1CCN=C1SCc1ccccc1Cl
11 | CCc1nnc(NS(=O)(=O)c2ccc(NC(=O)c3cccc4ccccc34)cc2)s1
29 | CCOC(=O)N1CCN(S(=O)(=O)c2ccc([N+](=O)[O-])cc2)CC1
-1 | O=[N+]([O-])c1cccc2c(Cl)ccnc12
-51 | O=C(NNC(=S)NC(=O)c1ccccc1[N+](=O)[O-])c1ccccc1O
-6 | Cc1ccc2[nH]c(=O)c(CN(CC3COCCO3)C(=O)Nc3ccccc3F)cc2c1 (centres undefined)
-7 | O=C1CCC(/C=C/c2ccccc2)=NN1
7 | CCN(CC)CC#CCC(O)(c1ccccc1)c1ccccc1
-30 | O=S(=O)(c1ccc(Cl)cc1)N1CCN(C(=S)Nc2ccccc2F)CC1
-22 | O=C(O)c1ncn(Cc2ccc(Br)cc2)c1C(=O)O
-12 | CCOc1ccccc1NC(=O)N1CCCC(c2nc(-c3ccc(C)o3)no2)C1 (centres undefined)
-2 | Cc1ccc(SCCC(=O)NCc2ccncc2)cc1
9 | CCOc1ccc(S(=O)(=O)N/N=C(\C)c2ccc(OC)cc2OC)cc1
-2 | CCCn1c(SCC(=O)N2CCCCC2)nnc1C(C)C
6 | Cc1cccc(N(C(=O)CCC(=O)Nc2nccs2)C(C(=O)NC(C)(C)C)c2ccc(O)cc2)c1 (centres undefined)
-26 | Cc1c(Cl)cccc1NC(=O)Cn1nnc(C(=O)NCc2cccs2)c1N
3 | CCCCN(CC)CCCNC(=O)C1CCN(c2ncnc3c2sc2cccc(F)c23)CC1
7 | COc1ccc(-n2c(=O)c3c4c(sc3n(CC(=O)Nc3cc(C)[nH]n3)c2=O)CCCC4)c(OC)c1
-3 | OC1CCC(NC(=S)Nc2ccc(SC(F)F)cc2)CC1 (centres undefined)
41 | Cc1nnc(SCC(=O)Nc2cccc(S(=O)(=O)NC3=NCCCCC3)c2)n1Cc1ccccc1
24 | CCOC(=O)C1=C(CC)Nc2ccccc2N/C1=N\S(=O)(=O)c1cc(Br)ccc1Br
-26 | O=c1cc(N2CCc3ccccc32)[nH]c(=O)n1-c1ccccc1Cl
15 | Cc1cccc(NC(=O)CSc2nnc(Cc3ccccc3)o2)c1
-14 | Cc1cccc(NC(=S)N2CCN(c3ccccc3)CC2)c1
-26 | NNC(=O)c1ccc(CN2C(=O)c3cccc4cccc2c34)cc1
8 | OCCC#Cc1ccc(CN2CCN(Cc3ccccc3)C(CCO)C2)cc1 (centres undefined)
-14 | O=C(/C=C/c1cccc(Cl)c1)OCc1cn2cc(Cl)ccc2n1
83* | N/C(Cc1cccc2ccccc12)=N\OC(=O)c1ccc2c(c1)OCO2
-27 | COc1ccc(NC(=O)CC2CC3CCC2C3)cn1 (centres undefined)
-25 | COc1ccccc1CNC(=O)c1cn(C)c2ccc(S(=O)(=O)N3CCCCC3)cc2c1=O
4 | CC(=O)c1ccc(NC(=S)N2c3ccccc3CC2C)cc1 (centres undefined)
-21 | O=C(CN1C(=O)/C(=C/c2ccccc2F)Sc2ccccc21)N1CCN(c2ccccn2)CC1
34 | Cc1nc2cc(Cl)c([N+](=O)[O-])cc2s1
7 | O=S(=O)(NCc1ccccc1)NCc1ccccc1F
27 | COc1ccc(CCNc2ccc(C(=O)O)cc2[N+](=O)[O-])cc1OC
-5 | CC(NC(=O)c1ccc(Br)cc1)C(=O)NC1=NCCS1 (centres undefined)
11 | O=[N+]([O-])c1ccn(-c2nc(-c3cccs3)cc(C(F)(F)F)n2)n1
-6 | COc1cc2cccc(OC)c(=O)c2c(OC)c1OC
-13 | COc1ccc(CS(=O)c2nc(C)cc(C)c2S(C)(=O)=O)cc1 (centres undefined)
-10 | N/C(Cc1ccc(Cl)cc1Cl)=N\OC(=O)c1ccccc1
-8 | CCOc1ccc(C(=O)NCC(=O)N2CCc3ccccc3C2)cc1OCC
-12 | Cc1cccn2cc(-c3cccc(NC(=O)c4cccs4)c3)nc12
-18 | CCC(C)(C)NC(=O)C(c1ccc(F)cc1)N(Cc1ccccc1)C(=O)c1cnccn1 (centres undefined)
-11 | CCCCCCCCCCOC(=O)C[N+](C)(C)CC1CCCCC1O (centres undefined)
33 | COc1ccc(CCNC(=O)CSc2nnc3ccc(-c4cccnc4)nn23)cc1OC
-13 | O=C(CN1CCCCC1)N/N=C/c1cc2ccccc2nc1Cl

New compounds follow
E-sel TNF inh | smiles
-22 | COc1ccccc1N1CCN(C(c2cccs2)C(C)NC(=O)c2cccnc2)CC1 (centres undefined)
-16 | Cc1cc(/C=N/NC(=O)c2ccccc2F)c(C)n1-c1ccccc1
-16 | N#CCC(=O)N1CCN(C=O)CC1
22 | CCOc1ccccc1NC(=O)CN(C)S(=O)(=O)c1cnc[nH]1
15 | O=C(N=C1N=C2C=CC=CN2Cc2ccccc21)c1ccc(S(=O)(=O)N2CCOCC2)cc1
1 | Cc1ccc2cccc(OC(=O)/C=C\c3ccccc3)c2n1
-21 | NNC(=O)/C(=C\c1ccc(Br)cc1)NC(=O)c1cccs1
19 | O=C(Cc1c(F)cccc1Cl)Nc1ccc(-n2cnnn2)cc1
-14 | Nc1nc(-c2ccccn2)nc(N)c1Cc1ccccc1F
37 | NS(=O)(=O)c1cccc(NC(=O)COC(=O)CN2C(=O)C3CC=CCC3C2=O)c1 (centres undefined)
-19 | C/C(=N/NC(=O)c1ccco1)c1cccnc1
0 | CC(C)(C)OC(=O)N/N=C/c1cn(-c2ccccc2)nc1-c1cccnc1
-11 | Cc1ncoc1C(=O)N1CCCC(CCC(=O)NCc2ccc(F)c(F)c2)C1 (centres undefined)
18 | Cc1c(C(=O)N2CCN(c3ccccn3)CC2)cccc1[N+](=O)[O-]
-18 | Cc1ccc2cc(CN(CC3CCCO3)C(=S)NCc3ccco3)c(=O)[nH]c2c1 (centres undefined)
3 | Cc1ccc(/C=C2\SC(=S)N(C3CCS(=O)(=O)C3)C2=O)cc1 (centres undefined)
-5 | O=C1NCC(c2ccccc2)C1C(=O)N/N=C/c1ccc(Cl)s1 (centres undefined)
3 | COc1c(C(=O)Nc2ccc3[nH]c(=O)[nH]c3c2)cc2ccccc2c1Br
-15 | CC(C)(C)c1nnc2cccc(Cl)n12
14 | c1ccc(-c2ccccc2OCCOCCN2CCNCC2)cc1
-27 | COc1ccc(C)cc1NC(=O)CNC(C)C(=O)Nc1cc(Cl)ccc1Cl (centres undefined)
-25 | C1CN(c2nc3nonc3nc2N2C[C@H]3CC[C@H]2C3)CCS1
-52 | NNC(=O)c1ccc(COc2cccc3cccnc23)cc1
18 | C/C(=N/OC(=O)C1CC12CCC2)c1ccc(Br)cc1 (centres undefined)
18 | CCCCS(=O)(=O)Nc1ccc2cn[nH]c2c1
-29 | Cc1ccc(C)c2nc3sc(C(=O)O)cc3cc12
-5 | CCSc1nc2c(c(=O)[nH]1)C(c1ccc(C)cc1)C1=C(CCCC1=O)N2 (centres undefined)
-11 | Oc1ccc(/C=N/N2CCN(C3c4ccccc4-c4ccccc43)CC2)c(O)c1
32 | O=[N+]([O-])c1ccc(Nc2nc(NCCO)nc(N3CCCC3)n2)cc1
-46 | N#Cc1ccc(NC(=S)NC(=O)CCc2ccc(S(=O)(=O)N3CCOCC3)cc2)cc1
-27 | O=S1(=O)CC/C(=N\Nc2ccc(F)cc2)c2ccsc21
-48 | CN(C)c1nnnn1-c1cccc(Oc2ncc(C(F)(F)F)cc2Cl)c1
